High-throughput results from PubChem.
proCasp3 act = activates human procaspase-3; recombinant procaspase-3 D3A, Ac-DEVD-pNA absorbance 405 nm; AID 463141; P42574; actives 0.11% (n = 330,000); activation, % at 8.5 µM;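 active means activation above the mean of all tested compounds plus 3 SD, cut at about 21% in these data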;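 further: 0% = DMSO alone and 100% = DMSO wells spiked with extra 5 µM PC-3 D3A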
Target sequence (P42574 whole entry D9A/D28A/D175A): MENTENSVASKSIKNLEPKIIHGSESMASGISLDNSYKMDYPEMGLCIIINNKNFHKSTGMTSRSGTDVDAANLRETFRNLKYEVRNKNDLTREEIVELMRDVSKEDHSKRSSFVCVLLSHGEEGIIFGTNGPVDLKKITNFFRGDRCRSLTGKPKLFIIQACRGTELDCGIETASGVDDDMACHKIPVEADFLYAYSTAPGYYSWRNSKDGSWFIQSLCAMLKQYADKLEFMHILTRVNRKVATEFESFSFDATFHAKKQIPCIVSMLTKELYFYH
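System: Procaspase-3 D3A mutant. Medium: Zinc-free 300 mM NaCl, 50 mM HEPES, 0.01% Triton X-100. Schedule: 1 h preincubation plus 2 h reaction at 25 °C. Measured by: 405 nm absorbance of p-nitroaniline, reads at 0 and 120 min. Read-out: percent activation relative to control range.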
TPT1 inh = inhibitors of Candida albicans tRNA 2'-phosphotransferase TPT1 | actives 0.81% (n = 300,000) | recombinant caTPT1, FP RNA substrate dephosphorylation | inhibition, % at 5 µM;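 active means inhibition above the mean of all tested compounds plus 3 SD, set per screening campaign, cut at about 24% in these data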;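 further: plate controls were DMSO alone for no effect and ferristatin control at 100 nM for full effect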
HCV core dimer = blocks dimerization of HCV core protein; inhibition, % at 5 µM; TR-FRET GST/Flag-core106 dimerization, 1536-well; actives 0.33% (n = 300,000);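 active means inhibition above the mean of all tested compounds plus 3 SD, set per screening campaign, cut at about 45% in these data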
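Assay system: GST-tagged and Flag-tagged HCV core protein residues 1-106 / Times: compound-protein-antibody incubation 4 h at 22.5 °C / Signal: time-resolved FRET, ex 340 nm, em 617 and 671 nm / Evaluation: % inhibition based on acceptor/donor emission ratio / Benchmarks: wells lacking GST-core106 and wells with excess unlabelled core106 / Repeats: singlicate, one well per compound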
proCasp7 act = counter-screen: procaspase-7 (human) activation; P55210; recombinant procaspase-7, Ac-DEVD-pNA absorbance 405 nm; D23A/D198A/D206A triple mutant, cannot self-cleave; scale: DMSO 0, 5 µM enzyme 100; actives 0.093% (n = 330,000); activation, % at 8.5 µM; AID 463210;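 active means percent activation above the screen-wide mean plus 3 SD, cut at about 25% in these data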
Target sequence (P55210 whole entry D23A/D198A/D206A): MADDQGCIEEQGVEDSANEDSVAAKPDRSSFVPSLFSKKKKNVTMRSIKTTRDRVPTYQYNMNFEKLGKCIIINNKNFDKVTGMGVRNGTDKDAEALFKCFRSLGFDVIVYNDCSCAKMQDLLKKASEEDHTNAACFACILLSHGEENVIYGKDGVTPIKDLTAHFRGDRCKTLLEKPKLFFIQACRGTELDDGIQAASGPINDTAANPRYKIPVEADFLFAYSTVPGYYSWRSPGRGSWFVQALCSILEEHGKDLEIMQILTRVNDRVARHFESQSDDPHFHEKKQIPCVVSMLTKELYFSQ
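Replicates: singlicate. Assay system: Procaspase-7 triple mutant (PC-7 D3A). Signal: 405 nm absorbance of p-nitroaniline. Times: 1 h preincubation, 2 h reaction. Buffer or medium: Zinc-free HEPES pH 7.4 with 300 mM NaCl, 0.01% Triton X-100. Also added: DEVD-pNA substrate. Benchmarks: DMSO wells as 0%, DMSO with 5 µM added PC-7 as 100%.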
Fh CTSL1 inh = blocks F. hepatica cathepsin L1 in PFM18AAP counter-screen | AID 1906 | recombinant F. hepatica cathepsin L1, Z-Leu-Arg-MCA fluorescence | inhibition, % at 5.96 µM | actives 0.49% (n = 300,000);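 active means inhibition above the mean of all tested compounds plus 3 SD, set per screening campaign, cut at about 17% in these data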;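 further: 0% = plate median of test compound wells and 100% = 1 µM Z-Phe-Ala-diazomethylketone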
PAFAH2 FP inh = PAFAH2 (human) inhibition | inhibition, % at 3.39 µM | actives 0.99% (n = 340,000) | recombinant PAFAH2, FP-rhodamine activity probe, fluorescence polarization | Q99487;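 active means inhibition above the mean over all tested compounds plus 3 SD, cut at about 30% in these data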;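 further: inhibitors block probe labeling of enzyme so polarization drops; 0% = enzyme with DMSO and 100% = wells lacking PAFAH2 protein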
PP1 counter = counter-screen for PP5 inhibitors: inhibitors of human PP1-alpha; P62136; purified PP1alpha, OMFP fluorescence; inhibition, % at 6.7 µM; actives 0.9% (n = 320,000); AID 2235;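 active means inhibition above the mean inhibition of all tested compounds plus 3 SD, computed separately for each screening campaign, cut at about 15% in these data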
Target sequence (P62136 whole entry, looked up): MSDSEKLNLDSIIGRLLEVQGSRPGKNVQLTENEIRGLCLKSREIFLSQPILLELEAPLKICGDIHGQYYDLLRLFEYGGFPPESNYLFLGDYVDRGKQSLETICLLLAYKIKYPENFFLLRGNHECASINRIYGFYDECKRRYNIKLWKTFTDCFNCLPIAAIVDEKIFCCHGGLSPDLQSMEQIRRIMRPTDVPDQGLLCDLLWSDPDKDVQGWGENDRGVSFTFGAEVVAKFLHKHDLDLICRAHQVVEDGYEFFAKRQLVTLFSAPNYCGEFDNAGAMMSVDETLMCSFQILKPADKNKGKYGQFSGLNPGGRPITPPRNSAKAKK
PP5 inh = blocks human protein phosphatase 5 activity. purified PP5c, OMFP substrate fluorescence. AID 1987. actives 0.18% (n = 320,000). inhibition, % at 6.7 µM. P53041;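 active means inhibition above the campaign's mean inhibition across all tested compounds plus 3 SD, cut at about 9.5% in these data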;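 further: 0% = DMSO only and 100% = 100 µM cantharidin control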
AHR activator = activates the human aryl hydrocarbon receptor; P35869; AID 2796; AHR-responsive luciferase reporter cells, luminescence; activation, % at 5 µM; actives 2.5% (n = 320,000); in the data active means activation above about 47%;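 further: 0% = vehicle wells and 100% = reference agonist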
An asterisk follows results filed as active; / = not tested or not shown.

Molecule,proCasp3 act,TPT1 inh,HCV core dimer,proCasp7 act,Fh CTSL1 inh,PAFAH2 FP inh,PP1 counter,PP5 inh,AHR activator
CC(Sc1ccccc1)C(=O)N1CCN(S(=O)(=O)c2ccc(Cl)cc2)CC1 (stereo unspecified),6,0,6,12,-1,8,1,1.4,2
COCCNC(=S)N(CCCO)Cc1cc2cc3c(cc2[nH]c1=O)OCCO3,-5,-2,7,-5,3,-2,-2,0.9,12
O=C(NCc1ccccc1)c1ccc(/C=N/O)nc1,12,4,0,3,0,2,-1,1.1,2
CC1CN=C2C(C(=O)Nc3ccccc3)=C(O)CC(c3ccccc3)N21 (stereo unspecified),1,-1,11,10,-1,-6,5,4.6,5
CC(=O)Nc1ccc(NC(=O)c2ccc3c(c2)CCN3S(C)(=O)=O)cc1,-13,0,-1,-8,3,-1,1,0.7,0
CCCCN(CC)C(=O)Cn1nc(Cc2ccncc2)c2ccccc2c1=O,2,5,-2,17,-1,-2,-1,2.3,1
CC(C)NC(=O)N(C)C[C@H]1Oc2ccc(NC(=O)Nc3ccccc3)cc2C(=O)N([C@H](C)CO)C[C@@H]1C,10,/,/,3,/,1,/,/,0
O=C(O)CCC(=O)Nc1cccc(C(=O)c2ccccc2)c1,5,-5,0,3,0,3,-3,1.5,2
Cc1ccc(C)n1-c1ccsc1C(=O)CC#N,-1,5,2,-13,-5,0,0,-0.9,19
COCCCNCCOCCOc1ccc(Cl)cc1C(C)(C)C,-3,-6,-9,2,-1,-5,2,-0.5,-3
CCN(CC)S(=O)(=O)c1ccc(NC(=O)c2ccc(N3CCCC3=O)cc2)cc1,1,/,/,1,/,-2,/,/,-6
COC(=O)c1cccc(N2C(=O)C3CC=CCC3C2=O)c1 (stereo unspecified),-2,-2,-6,2,-4,-6,-3,-2.7,2
Cc1ccc(NC(=O)C2CCC(CNC(=O)[C@@H]3Cc4ccccc4CN3)CC2)c(C)c1 (stereo partly specified),3,1,-10,-14,-1,2,-2,1.3,1
Cc1cc(CNC(=O)COc2ccc(F)cc2Cl)cc(C)c1O,-10,-4,-5,1,4,2,1,2.1,-1
COc1cccc2c(=O)c3c([nH]c12)OC(C)(C)C3,-5,0,8,0,-2,-2,-1,3.4,0
O=C(CSc1ccc(-c2ccncc2)nn1)N1CCCC1,5,1,-2,1,-2,-4,2,0.9,1
COc1ccc(NS(=O)(=O)c2cccc(C(=O)NCc3ccccn3)c2)cc1,5,-1,2,12,-2,-2,-5,2.2,2
CCOC(=O)/C(C#N)=C1/SC(CCO)C(=O)N1c1ccccc1 (stereo unspecified),1,-1,0,5,0,6,-6,-0.2,0
O=C1OC(CCl)CN1Cc1ccc([N+](=O)[O-])cc1 (stereo unspecified),14,3,1,6,-3,9,-5,0.5,-2
S=c1[nH]nc(-c2ccco2)n1/N=C/c1cccc(Cl)c1Cl,-5,0,4,-15,-3,27,6,-0.5,28
Cc1ccc(/C=C2\NC(=S)NC2=O)cc1[N+](=O)[O-],9,0,4,0,6,8,1,0.2,0
COCCN(Cc1ccccc1)C(=O)c1cccc(S(=O)(=O)N2CCN(c3ccc(F)cc3)CC2)c1,2,-1,7,-8,1,2,-4,0.4,-2
CCc1ccccc1NC(=S)N(CCN(C)C)C(C)c1ccccn1 (stereo unspecified),2,-3,0,3,-3,3,-3,1.0,0
Cn1cnnc1SCC(=O)c1ccco1,6,-1,-2,4,-1,0,1,1.1,0
COc1ccc(Cl)cc1NC(=O)CSc1nnc(CNC(=O)c2cccs2)o1,7,2,5,-8,1,4,-2,2.0,11
NC(=O)NCCCC(=O)OCC(=O)c1ccc2ccccc2c1,4,-2,16,-4,2,5,-1,-0.5,3
COc1cccc2cc(C(=O)NCc3ccco3)c(=O)oc12,1,-2,-20,7,0,4,-1,-1.6,-3
COC(=O)/N=C/c1c(NCc2ccccc2)nc2c(C)cccn2c1=O,5,-1,7,5,-27,5,4,3.5,33
CC1(C)CC(O)C(C(O)c2cccc([N+](=O)[O-])c2)C(C)(C)N1 (stereo unspecified),9,4,-3,8,2,0,2,2.3,1
CCc1nc(SCC(=O)NCCc2ccc(OC)c(OC)c2)c2c(=O)n(C)c(=O)n(C)c2n1,4,-1,11,11,0,2,-2,1.8,0
O=C(NCc1cnc2ccccn12)C1CCC(=O)N(Cc2cccc(F)c2)C1 (stereo unspecified),2,-2,6,0,3,-8,0,5.2,-1
COc1ccc2cc(C#N)c(SCC(=O)NNC(=O)Cc3ccccc3)nc2c1,-7,1,23,12,15,-16,3,2.5,20
COc1cc(CC(=O)Nc2nc(C)cs2)cc(OC)c1OC,-2,-1,-3,8,-1,11,0,1.7,2
CC(=O)N1c2ccc(S(=O)(=O)N3CCCCC3)cc2CC1C(=O)Nc1ccccc1C(F)(F)F (stereo unspecified),5,-3,3,7,-3,1,-1,0.2,3
Cc1nc2sccn2c(=O)c1S(=O)(=O)N1CCN(c2cccc(Cl)c2)CC1,4,0,20,2,-2,-1,-1,1.6,-1
O=C(CSc1nc2ccccc2s1)Nc1nccs1,-5,-1,1,0,2,7,-3,0.8,10
COc1ccc(CCNC(=O)c2ccc3ccccc3n2)cc1OC,-7,-2,5,-1,3,1,-1,1.1,26
COc1ccc(CCN=CC2=C(O)CCCC2=O)cc1OC,10,0,-5,2,-1,-2,0,-0.9,2
CCOc1ccc(C2C(C#N)=C(N)Oc3n[nH]c(C)c32)cc1OC(=O)C1CC1 (stereo unspecified),-7,5,-3,4,-8,0,0,3.1,0
NS(=O)(=O)c1ccc(N=Nc2c(O)c(C(=O)O)cc3ccccc23)cc1,-2,6,-3,-5,4,16,12,5.4,6
CCC(C)N(CC(=O)NCc1ccc(OC)cc1)C(=O)c1csnn1 (stereo unspecified),-3,-4,-2,1,2,4,-2,-0.6,1
Cc1cccc(-n2ncc3c(NNC(=O)c4ccco4)ncnc32)c1,4,1,-3,7,-1,7,-3,1.7,10
C=CCN1C(=O)/C(=C2/Sc3ccccc3N2CCCS(=O)(=O)O)SC1=S,-17,8,2,-20,7,34*,3,1.3,1
Cc1ccc(S(=O)(=O)Nc2nc3ccccc3nc2NCc2ccco2)cc1,-7,3,2,-32,-1,34*,0,0.8,17
COC(=O)c1cn(-c2ccccc2)nc1-c1ccncc1,-3,-3,4,-5,3,1,0,-1.1,1
Cc1cc(C)c2cc(C#N)c(NCCOC(=O)c3ccccc3C)nc2c1,-5,-1,1,0,-1,-7,-3,-0.3,23
CCOC(=O)N1CCC(NS(=O)(=O)c2ccc3c(c2)CCN3C(C)=O)CC1,7,-5,-2,-2,8,-1,1,0.1,6
Cc1cc(NC(=O)CSc2cn(CCNC(=O)c3ccccc3)c3ccccc23)no1,5,2,5,1,-2,13,-3,1.1,-1

Two entries from above, with two lines to a compound:
Order of results – proCasp3 act	TPT1 inh	HCV core dimer	proCasp7 act	Fh CTSL1 inh	PAFAH2 FP inh	PP1 counter	PP5 inh	AHR activator
CCOC(=O)N1CCC(NS(=O)(=O)c2ccc3c(c2)CCN3C(C)=O)CC1
→ 7	-5	-2	-2	8	-1	1	0.1	6
Cc1cc(NC(=O)CSc2cn(CCNC(=O)c3ccccc3)c3ccccc23)no1
→ 5	2	5	1	-2	13	-3	1.1	-1

More structures follow.
Molecule,proCasp3 act,TPT1 inh,HCV core dimer,proCasp7 act,Fh CTSL1 inh,PAFAH2 FP inh,PP1 counter,PP5 inh,AHR activator
CCC(NC(=S)Nc1ccccc1)C(=O)O (stereo unspecified),-21,-2,-8,-27,-4,-10,-6,-7.6,3
CCC1(CC)C(=O)NC(=O)NC1=Nc1cccc(OC)c1,1,-3,-1,-8,-3,-4,14,1.6,3
O=C(OCc1cccc([N+](=O)[O-])c1)c1cnccn1,-3,1,2,-7,-3,-4,0,0.7,-1
COc1ccc(-c2cc(C(=O)N/N=C(\C)c3cccnc3)c3ccccc3n2)c(OC)c1,-56,-3,-14,-108,3,-3,-2,4.5,39
COC(=O)CN1C(=S)N(c2ccc(OC)cc2)C(=O)C1CC(=O)Nc1ccc(F)cc1 (stereo unspecified),8,-5,-4,6,3,2,-3,0.7,1
CCCCn1c(SCC(=O)N2CCc3ccccc32)nnc1-c1ccncc1,0,0,0,-2,-1,-3,2,-1.1,6
Cc1ccc(NC(=O)C2CCCN2C(=O)Oc2ccccc2)cc1C (stereo unspecified),-2,2,1,9,-2,4,4,5.0,-1
C[C@H](NC(=O)c1nc[nH]c1C(=O)N1CCNCC1)C(=O)OC(C)(C)C,2,-1,-11,1,-4,4,2,4.3,1
O=c1oc2ccccc2c2nccnc12,-6,0,-8,-2,1,1,-5,0.9,1
Cc1cccc(OCCCC(=O)Nc2ccc3c(c2)OCO3)c1,-4,-3,8,0,2,11,0,-0.1,1
CCN(CC(=O)N1CCCCC1)S(=O)(=O)c1ccccc1,-4,-1,6,-2,-2,1,-4,1.7,1
Cc1cc(C=O)c(C)n1-c1ccc(NC2CCCCC2)c([N+](=O)[O-])c1,-14,-1,20,3,8,-8,3,2.9,-2
COc1ccc(/C(N)=N/OC(=O)c2ccc(Br)o2)cc1,-2,-4,-6,-3,-11,0,-1,3.0,69*
COc1cc(-c2cc(C(=O)Nc3cccc(S(=O)(=O)N(C)C)c3)c3ccccc3n2)cc(OC)c1OC,9,-1,0,3,2,-25,1,7.8,12
O=C(CCNC(=O)c1ccccc1Cl)NC1=NCCS1,-2,1,-2,-4,-5,-1,0,0.4,0
CCc1ccc(NC(=O)C/C(C)=N/NC(=O)OCc2ccc(OC)cc2)cc1,2,-3,5,6,-2,3,-1,-2.3,5
Cc1ccc(/C=N/NC(=O)c2cc3c(ccc4ccccc43)o2)cc1[N+](=O)[O-],0,-2,11,2,0,-2,-1,-0.5,3
CCc1cccc(CC)c1NC(=O)c1ccccc1CCc1ccccc1,2,-2,15,-2,2,-8,-1,0.8,1
COc1ccc2c(CN3CCN(S(=O)(=O)c4cccs4)CC3)cc(=O)oc2c1,-3,-2,12,2,-1,4,5,2.7,1
CCCCn1c(N)c(N(CC(C)C)C(=O)c2ccc(C)c(S(=O)(=O)N3CCCCC3)c2)c(=O)[nH]c1=O,-5,0,-3,3,1,1,-2,-1.9,0
COc1ccccc1S(=O)(=O)NCc1ccc(C(=O)N(C)Cc2ccc(F)cc2)cc1,5,/,/,2,/,0,1,-1.0,0
CCOc1ccccc1N(CC(=O)Nc1c(C)n(C)n(-c2ccccc2)c1=O)S(=O)(=O)c1ccccc1,12,5,-8,9,-2,-2,-2,1.0,-4
OCCc1ccc(O)cc1,-6,-1,-7,-8,-9,2,2,2.0,1
